Screens deposited in PubChem BioAssay by several laboratories.
IDE act: activators of human insulin-degrading enzyme in cells; P14735; HEK cells, FAbeta-B cleavage, fluorescence polarization; 0% vehicle, 100% cell-free pure enzyme wells; activation, % at 5.96 µM; 340,000 compounds, 0.073% hits; AID 493087;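 active = activation above the mean of all tested compounds plus 3 SD, set per screening campaign, cut at about 17% in these data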
Target sequence (P14735 whole entry, looked up): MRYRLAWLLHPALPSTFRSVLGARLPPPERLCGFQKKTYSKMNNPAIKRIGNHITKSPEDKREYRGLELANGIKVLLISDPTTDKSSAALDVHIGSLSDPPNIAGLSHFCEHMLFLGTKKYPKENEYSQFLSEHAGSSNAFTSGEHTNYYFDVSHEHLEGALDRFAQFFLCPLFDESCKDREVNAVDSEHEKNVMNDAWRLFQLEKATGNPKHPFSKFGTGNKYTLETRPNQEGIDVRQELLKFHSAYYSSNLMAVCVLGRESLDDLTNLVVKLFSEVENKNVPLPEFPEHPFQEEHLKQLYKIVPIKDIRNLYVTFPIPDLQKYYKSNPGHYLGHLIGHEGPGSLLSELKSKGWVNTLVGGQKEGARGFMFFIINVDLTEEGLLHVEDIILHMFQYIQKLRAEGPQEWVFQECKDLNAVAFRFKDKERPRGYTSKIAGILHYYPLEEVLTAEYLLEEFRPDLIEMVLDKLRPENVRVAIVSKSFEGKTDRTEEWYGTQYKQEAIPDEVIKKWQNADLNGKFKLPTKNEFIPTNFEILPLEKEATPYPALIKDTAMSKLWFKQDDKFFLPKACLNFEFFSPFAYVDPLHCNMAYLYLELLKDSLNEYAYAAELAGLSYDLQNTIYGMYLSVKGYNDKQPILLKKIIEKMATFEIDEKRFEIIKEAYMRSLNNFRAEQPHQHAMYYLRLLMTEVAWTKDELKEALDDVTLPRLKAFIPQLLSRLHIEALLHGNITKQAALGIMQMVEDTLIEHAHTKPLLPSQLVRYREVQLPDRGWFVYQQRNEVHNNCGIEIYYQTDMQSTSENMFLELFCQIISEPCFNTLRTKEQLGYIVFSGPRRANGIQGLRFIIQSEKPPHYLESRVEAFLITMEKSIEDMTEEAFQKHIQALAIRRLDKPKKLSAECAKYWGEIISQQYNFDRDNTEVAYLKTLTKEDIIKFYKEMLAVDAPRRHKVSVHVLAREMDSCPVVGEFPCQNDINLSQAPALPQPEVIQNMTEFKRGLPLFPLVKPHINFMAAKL
NALP1 inh: NALP1 inhibition; AID 2071; 280,000 compounds, 0.61% hits; inhibition, % at 10 µM; S. cerevisiae NALP1/ASC/caspase-1 growth, X-gal OD620, 72 h; in the data active = inhibition mostly above about 24%, no sharp cut-off; inactive = mostly below about 32%; note: some compounds called inactive have numbers as strong as hits
SUMO HTRF inh: blocks human SUMOylation mediated by UBC9. HTRF SUMOylation assay, SAE1/SAE2 + UBC9, in vitro. inhibition, % at 35 µM. P63279. 290,000 compounds, 0.36% hits; in the data active = inhibition above about 50%, passing the limit was not always enough; note: strong numbers were not always called active
MEKK2wt PB1 HTS: raises or lowers MEK5 binding to wildtype human MEKK2 PB1 domain. Q9Y2U5. bead flow cytometry, Alexa488-MEK5 binding to MEKK2 WT; actives lie on both sides. 290,000 compounds, 1.1% hits. binding response (% of control), % at 10 µM. AID 1531; in the data active = binding response below about 67% or above about 130%
MEKK3 PB1 HTS: modulators (inhibitors or enhancers) of MEK5 binding to human MEKK3 PB1 domain; Q99759; bead-based flow cytometry, Alexa488-MEK5 binding to MEKK3; actives lie on both sides; 0 = blocked by unlabeled MEK5, 100 = vehicle; binding response (% of control), % at 10 µM; 290,000 compounds, 1.4% hits;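 active = binding response more than 3 SD above or below the average of its plate-row segment, actives on both sides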;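 note: Alexa488 bead fluorescence after subtracting the streptavidin-only scavenger bead signal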
PfM18AAP inh: blocks P. falciparum M18 aspartyl aminopeptidase. 290,000 compounds, 1.2% hits. AID 1822. recombinant PfM18AAP, H-Glu-NHMec fluorogenic cleavage. inhibition, % at 7.35 µM;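 active = inhibition above the campaign mean inhibition over all tested compounds plus 3 SD, cut at about 28% in these data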;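 note: 0% = plate median of test compound wells and 100% = 2 mM ZnCl2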
IDE cell inh: inhibits human insulin-degrading enzyme in HEK cells; P14735; FAbetaB cleavage, fluorescence polarization; inhibition, % at 5.59 µM; 320,000 compounds, 0.41% hits; AID 434962;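 active = percent inhibition above the average of all tested compounds plus 3 SD, set per screening campaign, cut at about 16% in these data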;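 note: IDE supplied by intact live HEK cells; FP after avidin binding of uncleaved biotin substrate so inhibition keeps polarization high; 0% = DMSO wells and 100% = 60 µM reference IDE inhibitor Ii1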
p-CIP stab down: p/CIP protein destabilization. decrease of EGFP signal, % at 10 µM. Q05BA5. 290,000 compounds, 0.01% hits. F442A p/CIP-EGFP cells, EGFP fluorescence, 16 h;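 active = EGFP signal decrease of at least 30% at 10 µM or well 3 SD below plate mean, unless failing retest; inactive = the rest, including hits failing retest or dose response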; note: some compounds called inactive have numbers as strong as hits; many of its hits are not listed in these tables
MEKK2 mut-MEK5: signal of MEK5 binding to mutant human MEKK2 PB1 domain; bead flow cytometry, Alexa488-MEK5 binding to MEKK2 mutant; 290,000 compounds, 0.35% hits; percent response, % at 10 µM; in the data active = percent response above about 24%, passing the limit was not always enough; note: inactives centre near 1; some results filed as inactive read as strong as hits; reference of the scale not given here
* hit, by the source's call; . = no result given; [ ] = another dose, or the depositor's remark. Not all compounds are listed (hit frequency here may not be typical).

SMILES | IDE act | NALP1 inh | SUMO HTRF inh | MEKK2wt PB1 HTS | MEKK3 PB1 HTS | PfM18AAP inh | IDE cell inh | p-CIP stab down | MEKK2 mut-MEK5
CCOc1cc(C2NC(=O)NC(C)=C2C(=O)OCc2ccccc2)ccc1O (stereo not given) | -12 | -19 | -3 | 106 | 106 | 2 | 8 | -6 | 8
COC(=O)[C@H](CCSC)NC(=O)c1cc2c(cn1)[nH]c1ccccc12 | -4 | -25 | 12 | 101 | 107 | 16 | 3 | 5 | 7
Cc1cc(C(=O)N2CCCc3ccccc32)no1 | -4 | 14 | 1 | 100 | 101 | 5 | 0 | 1 | 4
CCCCN(C)S(=O)(=O)c1cc2c3c(c1)CCC(=O)N3CCC2 | -1 | 18 | 16 | 102 | 97 | 5 | 12 | -13 | 3
COc1cccc2cc(-c3n[nH]c(=S)n3C)oc12 | 2 | 3 | 29 | 89 | 98 | 17 | 2 | 8 | -9
CCOc1ccc(NC(=O)CN2C(=O)CCSc3ccc(S(=O)(=O)N4CCCC4)cc32)cc1 | 0 | 2 | 23 | 99 | 99 | 7 | -3 | 5 | 2
Cc1cccn2c(=O)c3cc(S(=O)(=O)c4ccccc4)c(=N)n(Cc4ccc(F)cc4)c3nc12 | 6 | -12 | 4 | 92 | 98 | 3 | -1 | -10 | -1
COc1ccc(C(C(=O)NCC2CCCO2)N(C(=O)CNC(=O)c2ccco2)c2cc(C)cc(C)c2)cc1OC (stereo not given) | 4 | -2 | 12 | 98 | 99 | 2 | -3 | 0 | 2
CCCCCCN(C(=O)CCCCCN1C(=O)NC(c2ccc(-c3ccccc3)cc2)C(C(=O)OCc2ccccc2)=C1C)C(C)C(=O)NCCCC (stereo not given) | . | 37 | 16 | 92 | 100 | -1 | 5 | -5 | -6
CC1CCCCN1S(=O)(=O)c1ccc(C(=O)Nc2sccc2C(N)=O)cc1 (stereo not given) | 6 | 25 | -1 | 106 | 102 | 2 | 0 | -20 | 1
CCOC(=O)CC1COCCN1C(=O)c1ccc2oc(Cc3ccccc3)nc2c1 (stereo not given) | 5 | 12 | 9 | 99 | 97 | 4 | -4 | -14 | 0
O=C(N/N=C/c1ccco1)c1cccc([N+](=O)[O-])c1 | 1 | 33 | -2 | 95 | 89 | 5 | -1 | 0 | -3
O=C(c1ccc(Cl)cc1Cl)c1ncc(C(F)(F)F)cc1Cl | 10 | -4 | -18 | 110 | 106 | -1 | 1 | -7 | 6
COC(=O)c1ccc(COc2ccccc2/C=N/Nc2cccc(C(=O)O)c2)cc1 | -1 | 3 | 5 | 95 | 99 | 6 | . | -10 | -3
OCc1nc2ccccc2n1CCc1ccccc1 | 5 | 0 | -3 | 103 | 101 | 3 | 4 | 8 | -1
COc1ccc(NC(=O)[C@H](C)NC(=O)[C@@H]2Cc3ccccc3CN2C(=O)OC(C)(C)C)cc1 | 5 | 10 | 6 | 103 | 102 | -15 | -2 | -8 | 5
CCC1(C(=O)OC)NC(c2ccco2)C2C(=O)N(c3ccccc3)C(=O)C21 (stereo not given) | 5 | 8 | 25 | 104 | 101 | 4 | 2 | -9 | 2
CC(=O)c1c(C)nn(CCC(=O)O)c1C | 2 | 7 | 2 | 108 | 106 | 6 | 4 | -2 | 7
Cn1c2ccccc2n2c(=O)c(=O)n(CC(=O)c3ccc(Cl)cc3)nc12 | 2 | 6 | -3 | 94 | 96 | 3 | -6 | 4 | -3
COC(=O)c1ccccc1NC(=O)Nc1c(C)n(C)n(-c2ccccc2)c1=O | 3 | 6 | 10 | 108 | 104 | 0 | 2 | 0 | 6
CCOC(=O)CSCC(=O)Nc1cc(C)ccc1C | 0 | -13 | 18 | 100 | 98 | 8 | 7 | -7 | -2
CCOC(=O)CNC(=O)c1ccc(Br)s1 | -6 | . | 12 | 107 | 104 | -3 | 6 | -7 | 3
CCCCC(=O)NC1=C(C(=O)OC)SCC1 | 2 | 24 | 8 | 105 | 102 | -9 | 6 | -2 | 11
CC1=NN(C(=O)COc2ccccc2)C(O)(c2cccnc2)C1 (stereo not given) | 3 | -10 | 10 | 99 | 99 | 16 | -2 | -11 | 3
Cc1ccc2c(c1)c1c(n2CC(O)Cn2c(C)nc3ccccc32)CCCC1 (stereo not given) | 13 | 17 | -21 | 133 | 108 | 1 | 0 | 0 | 27*
COC(=O)C1=C(COc2ccccc2)NC(=O)NC1c1ccc(Cl)cc1 (stereo not given) | . | . | . | 106 | 105 | . | 1 | . | 6
O=S(=O)(Cc1ccccc1)Nc1ccc(S(=O)(=O)NCC2CCCO2)cc1 (stereo not given) | 5 | -3 | -12 | 107 | 102 | 8 | 2 | -8 | -1
COc1ccccc1N1CCN(C(=O)C(=O)c2cn(CC(=O)N3CCCC3)c3ccccc23)CC1 | 4 | 25 | 12 | 102 | 100 | 8 | -2 | -15 | 7
N#C/C(=C\c1ccco1)c1nc2ccccc2s1 | -6 | 40 | 22 | 84 | 90 | 1 | 15 | -43 | -3
O=C(NCCNC(=O)c1ccccc1F)c1ccco1 | 5 | 7 | 8 | -12*[inhibitor] | 0.0*[inhibitor] | 0 | 1 | 13 | -25
COc1ccc(C2=CC(=O)CC(c3ccc(F)cc3)C2)cc1 (stereo not given) | -2 | . | . | 95 | 104 | . | 1 | . | 2
Cc1ccc(NC(=O)C2CCN(S(=O)(=O)c3c(C)noc3/C=C/c3ccco3)CC2)nc1 | 1 | 22 | 39 | 101 | 101 | -9 | -5 | -6 | -2
COC(=O)c1c(-c2cccc(C)c2)csc1N | 3 | 11 | 11 | 104 | 100 | 9 | -2 | -7 | 2
C=CCn1c(-c2ccccc2)ccc(C#N)c1=O | 5 | 4 | -20 | 99 | 105 | -7 | -5 | -11 | 1
Cc1ccccc1-n1c(SC/C(O)=C(\C#N)c2nc3ccccc3[nH]2)nnc1-c1ccncc1 | 0 | 1 | 16 | 99 | 98 | 1 | 3 | -6 | 3
CC(=O)Nc1nc(SCC(=O)NCC2CCCO2)[nH]c(=O)c1NC(=O)c1cccs1 (stereo not given) | 1 | 6 | 9 | 106 | 103 | 2 | 7 | -4 | 9
COC(=O)c1ccc(C2/C(=C(\O)c3cccc(OC)c3)C(=O)C(=O)N2CCCN2CCOCC2)cc1 (stereo not given) | 0 | 3 | -12 | 101 | 98 | 3 | 1 | -6 | 5
CCOc1ccc(NC(=O)CC2CC(C)(C)OC2=O)cc1 (stereo not given) | 1 | 6 | 1 | 100 | 97 | -11 | 6 | 4 | 1
CCOC(=O)c1oc2ccc(S(=O)(=O)N3CCC(C)CC3)cc2c1C | 4 | 18 | 22 | 103 | 99 | 5 | -2 | 1 | 5
O=C(C1CCCCC1)N1CCN(c2ncccn2)CC1 | 2 | 16 | 26 | 107 | 106 | 2 | 3 | -1 | 4
Cn1nc(OC(=O)Nc2ccc(F)cc2)cc1C(F)(F)F | -2 | 1 | 10 | 101 | 100 | 14 | -1 | 2 | 4
COc1cccc(NC(=O)CN2CCc3ccccc3C2)c1 | 5 | 19 | 22 | 102 | 101 | 2 | -3 | -3 | 6
CC(=O)Nc1ccc(C(=O)OCC(=O)NCc2ccccc2)cc1 | 3 | 4 | 15 | 91 | 92 | -6 | 1 | 9 | -5
Cc1cc(C)nc(Oc2ccc(Br)cc2Br)n1 | 5 | -9 | 6 | 98 | 98 | -4 | -7 | -6 | -7
Nc1nonc1-n1nnc(C(=O)N/N=C/c2ccccc2)c1CSc1ccc(Cl)cc1 | 5 | 16 | -3 | 91 | 96 | -12 | 5 | -12 | -3
O=c1nc(-c2ccccc2)c2cc(Cl)ccc2[nH]1 | 2 | 29 | 22 | 102 | 104 | 7 | 6 | 2 | 6
Cn1c(=O)c2c(ncn2CC(=O)N/N=C/c2ccco2)n(C)c1=O | 6 | 6 | -8 | 108 | 96 | 3 | 2 | -2 | 11
CN(C)C=NC(=O)/C(C#N)=C/c1ccccc1 | 4 | -11 | 5 | 113 | 120 | -16 | 0 | -2 | 0
COc1ccc(NC(=O)/C(=C\c2ccccc2)NC(=O)c2ccco2)cc1 | 3 | 3 | 8 | 97 | 101 | 1 | -3 | -5 | -4
Cc1cc(NC(=O)CSC2=NCCS2)no1 | 2 | -18 | 10 | 79 | 81 | 2 | -4 | -7 | -7

(next part)
SMILES | IDE act | NALP1 inh | SUMO HTRF inh | MEKK2wt PB1 HTS | MEKK3 PB1 HTS | PfM18AAP inh | IDE cell inh | p-CIP stab down | MEKK2 mut-MEK5
CCc1ccc(N(CC(=O)NCc2ccc(OC)cc2)C(=O)CCC(=O)Nc2ccccn2)cc1 | -3 | 11 | -6 | 98 | 100 | 1 | -2 | 5 | -1
O=C(NCc1cccs1)c1cccc(N2CCCC2=O)c1 | -1 | 6 | 4 | 99 | 98 | 2 | 1 | 1 | -1
NC(=O)c1ccc[n+](CC(=O)NCc2ccc(Cl)cc2)c1 | 3 | -3 | 20 | 105 | 105 | -11 | 2 | -16 | 6
COc1ccccc1C(=O)Nc1cc2ccccc2oc1=O | 5 | 6 | 16 | 101 | 100 | 7 | -7 | -2 | 4
Cc1ccc(NC(=O)CCC(C(=O)O)N2C(=O)c3ccccc3C2=O)cc1 (stereo not given) | 6 | 11 | 12 | 99 | 96 | 2 | 1 | -4 | -8
CCC(C(=O)NC1CCN(C)CC1)c1ccccc1 (stereo not given) | 4 | 7 | 2 | 104 | 107 | 0 | 0 | -4 | -1
O=C(COC(=O)c1ccc2c(c1Cl)C(=O)c1ccccc1C2=O)NC1CC1 | 6 | 34 | 15 | 106 | 105 | -2 | 7 | 10 | 2
COc1ccc(C(=O)N2CCC(n3c(C)nc4cc(F)ccc43)CC2)cc1OC | 5 | 6 | -8 | 106 | 104 | 4 | 8 | -5 | 3
O=C(CN1CCN(Cc2ccc3c(c2)OCO3)CC1)N1CCc2[nH]c3ccc(F)cc3c2C1 | 1 | 42 | 8 | 129 | 110 | 3 | -3 | -12 | 32*
CCOC(=O)N1CCN(S(=O)(=O)c2c(C(=O)N3CCCCC3)c(C)n(C)c2C)CC1 | 6 | 0 | -8 | 97 | 100 | 1 | 1 | -4 | -1
CCC(C(=O)OCC(=O)Nc1c(Cl)cc(Cl)cc1Cl)c1ccccc1 (stereo not given) | -5 | 29 | -9 | 107 | 102 | 2 | 3 | -9 | 21
O=C(Nc1nc(-c2ccccn2)cs1)c1ccco1 | 3 | 9 | 11 | 83 | 90 | 8 | 2 | -7 | -12
O=C(Nc1ccc2c(c1)OCCO2)C1CCCN(S(=O)(=O)c2cccc3nsnc23)C1 (stereo not given) | 4 | -4 | 13 | 92 | 95 | -9 | 8 | -2 | -3
COc1ccc(C/C(C)=N/NC(=O)c2cc(C)oc2C)cc1 | 5 | 18 | 11 | 99 | 96 | -9 | -1 | 1 | -4
CN(CCc1cnn(C)c1)Cc1cn[nH]c1-c1ccc(-c2ccccc2)cc1 | 4 | 3 | 18 | 108 | 103 | -7 | -2 | 3 | 5
CSc1cccc(NC(=S)Nc2ccc(F)cc2)c1 | 1 | 1 | 1 | 99 | 96 | 2 | -1 | -1 | 0
O=C(O)Cn1c(Cc2ccccc2)nc2ccccc21 | 2 | 16 | 8 | 100 | 103 | -1 | 1 | -2 | -1
